Source: PubChem (several laboratories)
rCAG binder: molecules binding r(CAG) RNA repeats | r(CAG) RNA repeat, TO-PRO-1 dye displacement fluorescence | inhibition, % at 3 µM | hit rate 1.3% among 370,000 | AID 651821;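 active means inhibition above the plate cutoff, the mean of all test compounds on that plate plus 3 SD, cut at about 35% in these data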;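 further: 0% = DMSO alone and 100% = 100 µM mitoxantrone as full dye displacement; higher means more dye released from RNA so lower well fluorescence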
TCR-CD3 inh: blocks the human TCR-CD3 interaction | inhibition, % at 9.4 µM | hit rate 0.37% among 360,000 | TAMRA-labeled TCR probe fluorescence, biochemical | AID 651800; in the data active means inhibition above about 19%;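 further: recombinant mutant TCR 2C K166C tagged with TAMRA read by polarization; 0% = receptor in buffer alone and 100% = receptor with positive control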
HTRA1 inhibitor: blocks human HTRA1 serine peptidase; Q92743; recombinant HTRA1, FP-rhodamine activity-based probe, fluorescence polarization; inhibition, % at 5.96 µM; hit rate 0.5% among 340,000; AID 504803; in the data active means inhibition above about 36%;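 further: 0% = enzyme with DMSO and 100% = wells lacking enzyme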
Target sequence (Q92743 whole entry, looked up): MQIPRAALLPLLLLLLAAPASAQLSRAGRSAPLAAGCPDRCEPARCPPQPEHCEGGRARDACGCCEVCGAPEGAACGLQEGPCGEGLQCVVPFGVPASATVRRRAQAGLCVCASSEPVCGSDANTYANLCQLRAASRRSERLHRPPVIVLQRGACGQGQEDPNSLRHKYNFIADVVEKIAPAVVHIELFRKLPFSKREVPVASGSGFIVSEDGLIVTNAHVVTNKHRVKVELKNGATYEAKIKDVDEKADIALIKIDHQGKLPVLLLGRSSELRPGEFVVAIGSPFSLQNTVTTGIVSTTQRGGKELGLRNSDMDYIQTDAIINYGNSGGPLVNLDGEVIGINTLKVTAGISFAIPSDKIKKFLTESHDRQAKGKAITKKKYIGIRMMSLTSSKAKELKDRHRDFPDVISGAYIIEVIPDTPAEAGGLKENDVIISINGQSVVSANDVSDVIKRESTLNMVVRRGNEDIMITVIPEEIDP
LEDGF integ inh: blocks HIV-1 LEDGF/p75-dependent DNA integration | TR-FRET IN-LEDGF/p75 DNA integration, Eu/Cy5 | inhibition, % at 3.7 µM | hit rate 0.64% among 370,000 | AID 743269;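 active means inhibition above the screen-wide mean plus 3 SD, cut at about 13% in these data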;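 further: signal is the Cy5 over europium emission ratio at 671 and 618 nm; 0% = plate median of compound wells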
PRMT1 inh: inhibitors of human PRMT1. Q99873. recombinant PRMT1, activity-based probe fluorescence polarization. inhibition, % at 2.79 µM. hit rate 1.3% among 370,000;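 active means inhibition above about 21% made by adding two undisclosed values, limit read from the data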
TDP2 inh: blocks human TDP2 phosphodiesterase activity; O95551; recombinant TDP2, T5PNP hydrolysis, p-nitrophenol absorbance 415 nm; inhibition, % at 12.8 µM; hit rate 0.34% among 370,000; AID 720702;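 active means inhibition above the mean of all tested compounds plus 3 SD, set per campaign, cut at about 25% in these data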;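 further: 0% = DMSO with enzyme and 100% = buffer with substrate but no TDP2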
Target sequence (O95551 whole entry, looked up): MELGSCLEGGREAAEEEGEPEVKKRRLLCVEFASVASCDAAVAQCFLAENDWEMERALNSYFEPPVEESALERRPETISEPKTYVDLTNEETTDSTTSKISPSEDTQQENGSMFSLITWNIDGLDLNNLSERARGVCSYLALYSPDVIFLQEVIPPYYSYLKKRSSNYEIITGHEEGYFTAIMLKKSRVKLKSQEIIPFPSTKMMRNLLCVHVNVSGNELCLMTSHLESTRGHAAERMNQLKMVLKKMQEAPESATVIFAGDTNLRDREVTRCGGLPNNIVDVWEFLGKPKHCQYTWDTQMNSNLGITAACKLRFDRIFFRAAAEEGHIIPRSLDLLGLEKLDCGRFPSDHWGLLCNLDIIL
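Test system: Human TDP2 enzyme | Reagent: 5 mM T5PNP | Compound dosing: 12.8 µM single point, 1% DMSO | Incubation: Enzyme reaction with compound for 2 h at 37 °C | Technique: p-Nitrophenol epi absorbance | Read-out: % inhibition relative to enzyme-containing and enzyme-free wells | Benchmarks: High control without enzyme, low control DMSO plus TDP2 | Replicates: Singlicate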
MBD2 DNA inh: inhibitors of human MBD2 binding to methylated oligonucleotide; Q9UBB5; TR-FRET; inhibition, % at 4.4 µM; hit rate 0.31% among 370,000; AID 686964; in the data active means inhibition above about 13%
SIAE primary: blocks human sialic acid acetylesterase. Q9HAT2. SIAE FP-Rh probe binding, fluorescence polarization. inhibition, % at 9.66 µM. hit rate 0.69% among 370,000. AID 1053197;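 active means inhibition above a cutoff: mean of compounds within the control limits plus 3 SD of those, cut at about 17% in these data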;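 further: 0% = plate median of compound wells and 100% = probe without SIAE protein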
mABHD4 FP: inhibits mouse alpha/beta hydrolase domain 4; Q8VD66; purified mABHD4, FP-Rh probe fluorescence polarization; inhibition, % at 8.92 µM; hit rate 0.54% among 370,000; AID 720543;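 active means inhibition exceeding the mean over every tested compound plus 3 SD, cut at about 30% in these data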;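 further: 0% = plate median of compound wells and 100% = S159A mutant with DMSO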
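Assay system: Wild-type mouse ABHD4 protein | Medium: HEPES pH 7.0 buffer, 150 mM NaCl, 0.01% Pluronic F-127 | Incubation: Enzyme–compound pre-incubation 45 min, then probe 60 min, both 25 °C | Technique: Fluorescence polarization with parallel and perpendicular emission, 525/598 nm | Evaluation: % inhibition of FP-Rh probe binding versus controls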
NPR2 activator: GC-B (human) receptor activation; P20594; HEK293-GC-B cells, CNP EC30, cGMP TR-FRET; 0% at EC30 CNP, 100% saturating CNP; activation, % at 10 µM; hit rate 0.11% among 370,000; AID 1920062;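 active means activation at 10 µM reaching about 35% in either raw or pattern-adjusted values, limit read from the data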
* marks the source's active call; other numbers are inactive results; / = no result given.

SMILES | rCAG binder | TCR-CD3 inh | HTRA1 inhibitor | LEDGF integ inh | PRMT1 inh | TDP2 inh | MBD2 DNA inh | SIAE primary | mABHD4 FP | NPR2 activator
Cc1ccc(S(N)(=O)=O)c(C)c1N1CCCC1=O | -0.9 | 3.0 | 5.0 | -2.6 | -2.3 | 4.6 | -2.2 | -0.1 | -0.6 | 2.3
COc1ccc(C(=O)NCCc2nnc3ccc(SCC(=O)N4CCCC4)nn23)cc1 | -3.2 | -4.2 | 2.9 | -4.7 | 1.7 | 5.6 | 1.6 | -0.4 | 2.0 | 3.1
CC1CCCN(S(=O)(=O)c2cccc(C(=O)NCc3ccco3)c2)C1 (centres undefined) | 2.4 | -5.5 | -6.8 | -7.0 | 4.3 | -2.0 | 1.2 | -2.2 | -3.1 | 6.5
CN(Cc1c(C(=O)N/N=C/c2ccccc2)nnn1-c1nonc1N)C1CCCCC1 | 0.6 | -1.1 | 2.3 | -1.5 | -2.5 | -0.3 | -1.2 | -8.2 | -4.4 | 2.0
Clc1ccc(-c2cc3ccccc3nc2N2CCOCC2)cc1 | -2.5 | -8.0 | / | 5.5 | 1.1 | -2.0 | 2.0 | -1.7 | -7.4 | -1.9
CCN(CC)CCNc1nc(SC)nc2sc3c(c12)CCN(C)C3 | -0.3 | 1.8 | 0.7 | 6.5 | -4.5 | -5.8 | 2.0 | 5.8 | 4.4 | 2.9
CCN(CC)S(=O)(=O)c1cccc(NC(=O)c2ccc(Br)cc2)c1 | 5.1 | -8.7 | -31.6 | -2.6 | 2.4 | -6.4 | 3.6 | -15.9 | -27.5 | -0.3
COc1ccc(-c2cc(C)no2)cc1S(=O)(=O)N1CCOc2ccccc21 | 7.4 | -3.3 | -21.8 | -0.2 | -5.5 | -19.9 | -6.4 | -13.0 | -1.1 | -2.5
CCCCSC1=N/C(=C/c2ccsc2)C(=O)N1c1ccccc1 | 4.1 | 1.4 | -26.6 | 0.5 | -0.5 | -3.1 | -5.9 | 3.0 | 1.0 | -2.7
O=C(Nc1cccc(-c2cscn2)c1)C1CCN(Cc2ccsc2)CC1 | -4.3 | -1.8 | -3.5 | 1.2 | -2.4 | 4.1 | -1.7 | -6.3 | 0.3 | -2.2
COc1ccc(CC(=O)Nc2nccs2)cc1OC | 4.0 | 0.3 | 1.7 | -0.1 | 0.8 | 1.9 | 2.2 | 5.2 | -0.2 | 3.8
Cc1ccccc1-c1cnc(C(O)c2ccc(F)cc2C)[nH]1 (centres undefined) | 0.2 | -1.9 | / | 0.4 | -0.4 | 6.0 | -4.9 | -0.1 | -3.8 | -3.1

Reformatted: entries from further up
The line under a structure holds: rCAG binder, TCR-CD3 inh, HTRA1 inhibitor, LEDGF integ inh, PRMT1 inh, TDP2 inh, MBD2 DNA inh, SIAE primary, mABHD4 FP, NPR2 activator
CCCCSC1=N/C(=C/c2ccsc2)C(=O)N1c1ccccc1
    4.1, 1.4, -26.6, 0.5, -0.5, -3.1, -5.9, 3.0, 1.0, -2.7
O=C(Nc1cccc(-c2cscn2)c1)C1CCN(Cc2ccsc2)CC1
    -4.3, -1.8, -3.5, 1.2, -2.4, 4.1, -1.7, -6.3, 0.3, -2.2

More structures follow.
SMILES | rCAG binder | TCR-CD3 inh | HTRA1 inhibitor | LEDGF integ inh | PRMT1 inh | TDP2 inh | MBD2 DNA inh | SIAE primary | mABHD4 FP | NPR2 activator
CC1(C)C(=O)OC(c2ccccc2)C(C)(C)C1=O (centres undefined) | -0.2 | -1.5 | 0.8 | 3.4 | -2.3 | 11.7 | -2.3 | 1.6 | -0.6 | -1.9
Cc1[nH]nc(SCC(=O)NC2CCCCC2)c1[N+](=O)[O-] | -1.7 | -6.3 | 4.0 | -7.3 | 3.3 | -14.9 | -2.1 | -0.3 | -0.3 | 1.5
O=C(CSc1ncnc2nc[nH]c12)c1ccc2ccccc2c1 | 7.7 | -3.3 | -19.9 | -3.1 | 0.7 | 2.8 | -1.8 | -24.6 | 1.7 | -4.2
CN(C)Cc1c(O)ccc2c(=O)c(-c3ccccc3)c(C(F)(F)F)oc12 | -1.9 | -0.3 | 2.4 | -5.4 | 0.8 | 13.8 | 0.1 | 5.9 | 0.0 | 1.8
COc1cccc(CC2(CO)CCN(CC3=CC[C@H]4C[C@@H]3C4(C)C)CC2)c1 | -12.8 | 4.1 | -6.1 | -0.2 | -7.2 | 0.3 | -0.5 | -4.4 | 5.5 | 3.0
O=C1OC2(CCCC2)OC(=O)C1=Cc1c[nH]c2ccccc12 | 6.6 | 6.5 | -5.5 | -2.9 | -6.6 | 3.9 | 5.4 | -1.8 | -1.2 | -2.7
Fc1ccc(-c2csc(/C=C/c3ccc4c(c3)OCO4)n2)cc1 | -1.1 | -11.3 | -4.4 | -7.5 | 5.5 | 5.0 | 6.9 | -4.1 | -8.4 | -1.0
CCCCOc1ccc(-c2ncc([N+](=O)[O-])cn2)cc1 | -1.5 | 3.8 | 10.2 | -4.2 | 3.0 | 3.7 | 2.0 | -6.2 | -3.7 | 1.9
Cc1ccc(N2CCN(C(=O)N3CCCC3)CC2)cc1C | -6.9 | -3.8 | -0.8 | -0.4 | 0.2 | 6.3 | 0.2 | 6.7 | 0.1 | -1.1
N#Cc1c(NC(=S)NC(=O)c2ccccc2)sc2c1CCCC2 | 4.8 | 0.9 | 1.1 | -1.0 | 3.7 | -1.3 | -1.2 | 2.8 | 2.5 | -2.4
C(#CC1=CCCCC1)CNCC1CC1 | 0.8 | / | / | 4.4 | -0.7 | -0.3 | -0.5 | -2.5 | 4.8 | -2.6
COc1cccc(NC(=O)c2nn(-c3ccc(OC)cc3OC)c(=O)c3ccccc23)c1 | 2.8 | 6.4 | -3.6 | 2.4 | -1.4 | 3.5 | 0.2 | -6.1 | -3.8 | -2.1
Cc1cc(NC(=O)COC(=O)C2CCC2)no1 | 3.6 | 7.6 | -3.5 | -2.3 | -1.5 | -0.9 | 2.7 | -0.1 | -1.7 | 0.2
NC(=O)CN1CCN(S(=O)(=O)c2ccc(Cl)cc2)CC1 | -2.6 | 5.8 | 5.4 | 2.0 | 2.2 | 5.5 | 0.1 | -3.5 | 2.2 | -2.1
OC1(c2ccc(Cl)cc2)CN(c2ccccc2)C2=[N+]1CCS2 (centres undefined) | 1.8 | 2.5 | -29.7 | 3.9 | -1.6 | 2.5 | 2.6 | -10.4 | -8.8 | -3.7
CCOc1ccc(CCNC(=O)CSc2nn(-c3ccc(C)c(Cl)c3)c(=S)s2)cc1OCC | 2.8 | -1.4 | -0.8 | 3.6 | -0.4 | -6.1 | -1.6 | -5.3 | 0.7 | -16.4
O=[N+]([O-])c1cc(S(=O)(=O)N2CCOCC2)ccc1OCc1cccc(Cl)c1 | 2.0 | -3.3 | 2.5 | 10.8 | -0.8 | 5.2 | -4.0 | -2.6 | -2.9 | -4.6
COCCn1c(SCC(=O)N2CC(=O)Nc3ccccc32)nc2ccccc2c1=O | 0.1 | -2.5 | 5.6 | 2.5 | -0.1 | 7.6 | -5.1 | 2.7 | 0.7 | -6.1
CCn1cc(S(=O)(=O)CC(=O)Nc2ccc(C)cc2)c2ccccc21 | 4.8 | 4.1 | 1.8 | 2.7 | -1.5 | 3.9 | -3.1 | -2.2 | -1.0 | -6.9
OC(c1cccc(F)c1)c1ncc(-c2ccc(Oc3ccccc3)cc2)[nH]1 (centres undefined) | 5.6 | 3.3 | / | -3.5 | -1.3 | -0.6 | -2.7 | 1.9 | -20.6 | 1.4
O=C(/C=C/c1ccc(Cl)cc1Cl)c1ccc[nH]1 | 8.5 | 3.8 | -19.1 | 1.6 | -1.5 | 6.1 | -1.5 | -4.1 | -17.7 | -2.7
O=c1ccc2cc3c4c(c2o1)CCCN4CCC3 | -65.8 | 5.7 | 12.3 | -5.8 | 71.7* | 0.7 | -8.8 | 3.9 | 16.2 | 1.1
Cc1cccc(NS(=O)(=O)c2cccc(C(=O)NNC(=O)c3ccccc3O)c2)c1 | 15.7 | 16.2 | 15.3 | -4.3 | -2.7 | -5.8 | -5.6 | 1.2 | -5.5 | -1.0
CCCCNC(=S)NC(=O)c1ccccc1Br | -1.3 | 5.7 | -3.4 | -4.2 | 2.2 | 2.1 | 3.2 | -2.0 | 1.5 | -0.3
COc1ccc(C2/C=C\CN(C(=O)CC(C)C)CC(=O)N2Cc2ccc(F)cc2)cc1 (centres undefined) | -5.1 | -7.4 | 8.8 | -0.5 | 0.9 | -2.5 | 3.1 | 2.6 | 8.0 | -7.5
Cc1ccc(NC(=O)C(C)Sc2nnc(C)n2C)cc1 (centres undefined) | 4.6 | 2.7 | 4.2 | 1.6 | 0.1 | 3.2 | -3.3 | -3.1 | -0.8 | 1.0
CC(C)c1ccc(C2C(C(=O)c3ccco3)=C(O)C(=O)N2CCN2CCOCC2)cc1 (centres undefined) | 7.5 | -1.7 | -1.5 | 2.4 | -1.3 | -4.1 | 0.0 | -0.2 | -1.7 | -0.9
CCCCOc1ccc(CSc2ncn[nH]2)cc1 | -1.3 | -1.1 | -8.9 | 0.1 | -1.6 | 7.1 | 2.6 | -2.6 | -7.7 | 9.7
COC(=O)/C(C#N)=C/c1ccc(C)o1 | 0.2 | -11.8 | 4.2 | -1.1 | 7.3 | -13.8 | -0.8 | -2.0 | -9.9 | 5.2
CCC1CCCCN1C(=O)c1ccc(OC2CCN(C(=O)CCOC)CC2)cc1 (centres undefined) | -8.1 | 4.1 | 6.7 | 4.5 | -2.5 | 1.2 | -5.1 | -2.8 | 3.4 | 3.0
Cc1cccc(NC(=O)NCc2ccc3c(c2)OCO3)c1 | -3.0 | -2.8 | -6.7 | -8.2 | 6.2 | -13.4 | 0.4 | -1.2 | -2.0 | 1.1
Nc1cc(C2CCCC2)nn1-c1ccccc1 | 1.6 | -4.6 | -2.7 | -3.1 | -2.4 | -9.3 | 0.4 | 10.7 | -4.4 | 3.3
Cc1ccc(C2C(C(=O)c3sc(C)nc3C)=C(O)C(=O)N2CCN(C)C)o1 (centres undefined) | -0.9 | 0.4 | -4.8 | -1.5 | 0.8 | 6.4 | -1.6 | 0.5 | -0.1 | 1.8
O=C(Nc1ccc2c(c1)OCO2)c1cc(-c2ccc(O)cc2)on1 | 8.3 | -1.4 | -0.2 | 2.0 | -0.1 | 13.3 | -2.4 | 7.1 | -1.8 | 1.5
COC(=O)CSc1nc(-c2cccs2)ccc1C#N | 8.4 | -3.7 | -20.7 | 1.8 | 20.0 | -7.3 | 4.7 | -4.5 | -2.5 | -2.9
O=C1C2C3C=CC([C@@H]2C(=O)N1Cc1cccnc1)C31CC1 (some centres undefined) | 0.1 | 3.4 | 2.4 | -1.6 | 0.4 | -0.2 | -0.3 | 4.0 | -0.5 | 0.7
Cc1ccc(-c2nc(N)n(S(C)(=O)=O)n2)cc1 | 1.9 | 12.4 | 1.7 | -0.1 | 0.3 | -0.9 | -4.8 | -1.8 | -1.1 | 5.5
CC1CN(S(=O)(=O)c2cccc(C(=O)NCCCn3ccnc3)c2)CC(C)O1 (centres undefined) | 4.1 | 5.4 | 1.5 | -1.1 | 1.8 | -0.2 | -0.5 | 6.5 | 2.1 | -0.8

An excerpt, so the mix of outcomes need not match the whole.
